Assay outcomes: PubChem BioAssay, several laboratories
LYP inhibition: inhibitors of LYP phosphatase, biochemical, fluorescence intensity, uHTS (AID 1779) | recombinant LYP phosphatase, fluorescence intensity; higher % means a stronger effect | inhibition, % at 11.5 µM, or IC50 in µM where a hit was titrated | 0.054% of 290,000 active; in the data active means inhibition above about 50%;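 further: plate controls were vehicle with enzyme for no effect and no enzyme for full effect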
Dengue-2 NS5 capping: Dengue-2 NS5 methyltransferase inhibitors, primary screen, biochemical, confirmation dose response (AID 588689); Dengue-2 NS5 methyltransferase capping enzyme assay, biochemical; higher % means a stronger effect; 0.3% of 340,000 active; one-dose inhibition, % at 25 µM; IC50 in µM for titrated hits; in the data active means a potency from the dose series; inconclusive means inhibition above about 29% without an active follow-up result
HIV fusion peptide: inhibitors of HIV fusion peptide binding, primary screen, biochemical, uHTS, fluorescence dequenching (AID 1986); one-dose inhibition, % at 20 µM; IC50 in µM for titrated hits; cell-free peptide binding, fluorescence dequenching, 30 min; higher % means a stronger effect; 0.3% of 290,000 active; in the data active means inhibition mostly above about 52%, no sharp cut-off; inactive means mostly below about 76%; further: some results filed as inactive read as strong as hits
SV40 large T antigen: TAg ATPase/helicase activity blockers – biochemical (AID 1903). inhibition, % at 20 µM, or IC50 in µM where a hit was titrated. 0.39% of 310,000 active. SV40 large T antigen ATPase/helicase inhibition assay; higher % means a stronger effect; in the data active means a potency from the dose series; inconclusive means inhibition mostly from about 32% at the one dose, without a potency; inactive means the rest, 99 in 100 with inhibition below about 32%; further: strong numbers were not always called active
XIAP antagonists: XIAP antagonists, biochemical, IAP family, fluorescence polarization (AID 1018). XIAP BIR domain, fluorescence polarization peptide displacement; higher % means a stronger effect. displacement, % at 20 µM, or IC50 in µM where a hit was titrated. 0.007% of 200,000 active; in the data active means displacement above about 50%; further: a part of the inactive calls stands beside numbers as strong as those of hits
MgcRacGAP inhibition: MgcRacGAP GTPase-activating activity inhibitors, confirmation, biochemical, ADP Hunter fluorescence; MgcRacGAP-stimulated Rac1 GTP hydrolysis, ADP Hunter fluorescence; higher % means a stronger effect; GST-tagged Rac1 F28L mutant substrate; one-dose inhibition, % at 30 µM; IC50 in µM for titrated hits; 0.6% of 340,000 active; AID 624330;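 active means first-screen hits whose inhibition reached a set limit at any dose in the follow-up dose series; inconclusive means inhibition above the set first-screen limit but never retested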;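 further: fluorescence reports GDP produced by GAP-driven GTP hydrolysis; strong numbers were not always called active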
SIAH1 antagonists: blockers of Siah-1 interaction with plectin peptide – biochemical, fluorescence polarization, rhodamine-plectin, uHTS, primary screen (AID 1817); 0.02% of 290,000 active; Siah-1 / rhodamine-plectin peptide fluorescence polarization; higher % means a stronger effect; displacement, % at 20 µM, or IC50 in µM where a hit was titrated;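 active means displacement of at least 50% at 20 µM, with a fluorescence ratio check between 0.3 and a set limit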;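 further: plate controls were Siah plus tracer with DMSO for no effect and tracer alone without Siah for full effect; strong numbers were not always called active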
AID2073: disruptors of CaV2.2 binding to Mint1 – biochemical, HTRF (AID 2073); HTRF protein-protein interaction, Mint1-CaV2.2; higher % means a stronger effect; inhibition, % at 20 µM, or IC50 in µM where a hit was titrated; 0.19% of 290,000 active; in the data active means inhibition mostly above about 51%, no sharp cut-off; inconclusive means no clear call, values can overlap the other calls; inactive means mostly below about 53%; further: some results filed as inactive read as strong as hits
RSV CPE inhibition: RSV antiviral activity via CPE protection, HEp-2 cells, primary 10 µM value included (AID 2391) | HEp-2 cells, RSV-induced CPE inhibition; higher % means a stronger effect | CPE inhibition, % at 10 µM; hits with a dose series show IC50 in µM | 0.13% of 310,000 active; in the data active means a potency from the dose series; inconclusive means CPE inhibition mostly from about 23% at the one dose, without a potency; inactive means the rest, 99 in 100 with CPE inhibition below about 21%; further: strong numbers were not always called active
Dengue-2 NS5 capping pilot replicate: second read-out of Dengue-2 NS5 capping, no call of its own (marks repeat the call); inhibition, %; measured here: pilot screen replicate inhibition
* = called active by the depositor; ? = inconclusive; . = not tested or not shown.

SMILES	LYP inhibition	Dengue-2 NS5 capping	HIV fusion peptide	SV40 large T antigen	XIAP antagonists	MgcRacGAP inhibition	SIAH1 antagonists	AID2073	RSV CPE inhibition	others
COc1ccc(NC(=O)C2CC(=O)N(c3cccc(C)c3C)C2)cc1 (configuration not stated)	-5%	-4%	14%	5%	-6.0%	4%	1%	-10%	1.5%
O=C(Nc1nnc(CCc2ccccc2)s1)c1cccs1	-5%	2%	-0.2%	-5%	1.9%	10%	2%	0%	0.6%
CCC(=O)Nc1ccc2oc(-c3cccnc3)nc2c1	-14%	2%	1.5%	26%	.	-17%	10%	36%	-1.1%
CC(C)(C)NC(=O)C(OC(=O)c1cccs1)c1ccc(C#N)cc1 (configuration not stated)	-1%	-4%	1.8%	7%	-0.5%	-4%	-1%	5%	0.5%
CC1=C(C(=O)OCc2ccccc2)C(c2ccsc2)C(C#N)=C(N)O1 (configuration not stated)	-2%	-1%	4.5%	7%	-4.3%	-2%	3%	-3%	-0.1%
CON/C=C(\C=Nc1ccc(C(F)(F)F)cc1)c1ncc(C(F)(F)F)cc1Cl	-6%	-5%	-0.7%	4%	-3.7%	1%	8%	0%	1.5%
COc1ccc(NC(=O)C2CCN(S(C)(=O)=O)CC2)cc1	-12%	-1%	0.1%	5%	-8.7%	6%	-2%	5%	3.0%
Cc1ccc(CN2CCNC(=O)C2CC(=O)N(C)CCc2cnn(C)c2)cc1 (configuration not stated)	-5%	-1%	-0.3%	7%	.	6%	1%	10%	3.4%
N#CC(CO)(Cc1ccc(OC(F)F)cc1)c1nc2ccccc2[nH]1 (configuration not stated)	-7%	2%	-0.7%	4%	-1.6%	3%	2%	-3%	0.8%
CC[n+]1c(/C=C(/C)SC)sc2ccccc21	3%	1%	1.0%	27%	-5.7%	7%	2%	-22%	0.7%
Cc1cc(C)c(NC(=O)COc2ccc(-n3cnnn3)cc2)c(C)c1	-16%	1%	-0.4%	5%	.	-8%	-5%	9%	0.0%
CC(C)Oc1ccc(C(=O)Nc2ccc(N3CCN(C(=O)c4ccco4)CC3)cc2)cc1	-8%	2%	-1.8%	10%	.	1%	1%	8%	7.5%
COC(=O)/C(=C1\Oc2ccc(C(C)(C)C)cc2S1)C(F)(F)F	-2%	-1%	1.8%	16%	-5.8%	8%	2%	-5%	0.3%
CCCc1nnc(NC(=O)CCC(=O)N2CCN(S(=O)(=O)c3ccc(OC)cc3)CC2)s1	-14%	-3%	-1.0%	2%	.	12%	-5%	22%	0.4%
N#Cc1cc([N+](=O)[O-])ccc1N1CCN(c2ccccc2O)CC1	-8%	1%	0.4%	9%	0.8%	-2%	-2%	2%	?

5 entries already listed, ordered by SMILES length, highest first.
SMILES	LYP inhibition	Dengue-2 NS5 capping	HIV fusion peptide	SV40 large T antigen	XIAP antagonists	MgcRacGAP inhibition	SIAH1 antagonists	AID2073	RSV CPE inhibition	others
CC(C)Oc1ccc(C(=O)Nc2ccc(N3CCN(C(=O)c4ccco4)CC3)cc2)cc1	-8%	2%	-1.8%	10%	.	1%	1%	8%	7.5%
CON/C=C(\C=Nc1ccc(C(F)(F)F)cc1)c1ncc(C(F)(F)F)cc1Cl	-6%	-5%	-0.7%	4%	-3.7%	1%	8%	0%	1.5%
Cc1ccc(CN2CCNC(=O)C2CC(=O)N(C)CCc2cnn(C)c2)cc1 (configuration not stated)	-5%	-1%	-0.3%	7%	.	6%	1%	10%	3.4%
CC1=C(C(=O)OCc2ccccc2)C(c2ccsc2)C(C#N)=C(N)O1 (configuration not stated)	-2%	-1%	4.5%	7%	-4.3%	-2%	3%	-3%	-0.1%
CC[n+]1c(/C=C(/C)SC)sc2ccccc21	3%	1%	1.0%	27%	-5.7%	7%	2%	-22%	0.7%

(listing goes on)
SMILES	LYP inhibition	Dengue-2 NS5 capping	HIV fusion peptide	SV40 large T antigen	XIAP antagonists	MgcRacGAP inhibition	SIAH1 antagonists	AID2073	RSV CPE inhibition	others
c1ccc(N2CCN(c3nc(-c4ccccn4)nc4ccccc34)CC2)cc1	1%	-2%	-1.3%	13%	-1.5%	8%	-6%	36%	?
O=C(Nc1ccccc1F)C1CCCN1S(=O)(=O)c1cccc2nsnc12 (configuration not stated)	-11%	2%	-0.5%	2%	.	12%	4%	7%	6.1%
O=C(NCCc1ccccc1)c1ccc(CS(=O)Cc2cccc(Cl)c2)o1 (configuration not stated)	-6%	-4%	-0.1%	7%	.	15%	-1%	1%	1.4%
O=C1/C(=C/c2ccc(O)cc2)CCc2ccc([N+](=O)[O-])cc21	-6%	2%	1.5%	9%	-6.6%	3%	2%	3%	3.0%
Cc1ccccc1CN1CCCNC1=O	-3%	5%	-2.0%	9%	0.9%	8%	3%	5%	.
Cc1cc(/C=C2\NC(=O)NC2=O)c(C)n1-c1ccc(N2CCOCC2)cc1	2%	-5%	-1.6%	16%	.	1%	-9%	15%	1.2%
Cc1ccccc1COc1ccc(-c2nn[nH]n2)cc1	-9%	1%	4.7%	8%	.	1%	-2%	8%	3.9%	Dengue-2 NS5 capping pilot replicate=-1.5
O=C(OCC(=O)N1CCCc2ccccc21)c1ccccc1NCCO	.	-10%	.	5%	.	5%	.	.	2.2%
Cc1ccc(NC(=O)CSc2nnc(CCNC(=O)OC(C)(C)C)o2)c(C)c1	-7%	-5%	0.7%	4%	-1.8%	-5%	1%	-13%	-0.5%
COCCNC(=O)Cc1cn(C)c2ccccc12	-9%	0%	-2.8%	3%	-3.3%	9%	4%	1%	0.8%
Cc1cc(=O)oc2cc(OCC(O)CN3CCN(c4ccccc4)CC3)ccc12 (configuration not stated)	0%	.	-3.2%	9%	-2.3%	-3%	2%	24%	-1.0%
CN(C)c1ccc(/C=C/c2ccncc2)cc1	-3%	6%	8.7%	25%	-1.7%	16%	2%	27%	.
Cc1sc2ncnc(SCC(=O)NNC(=O)COc3cccc4ccccc34)c2c1C	-9%	-6%	1.9%	14%	-3.4%	5%	-2%	6%	-0.5%
Cc1cc(C)nc(SCC(=O)NN)n1	-4%	-8%	0.0%	7%	-0.2%	3%	2%	4%	1.6%
Cc1cc(Cl)ccc1OCC(=O)Nc1ccc(CN2CCOCC2)cc1	-12%	-3%	-1.3%	.	.	4%	1%	2%	.

A run of entries from the list above, as a working copy:
SMILES	LYP inhibition	Dengue-2 NS5 capping	HIV fusion peptide	SV40 large T antigen	XIAP antagonists	MgcRacGAP inhibition	SIAH1 antagonists	AID2073	RSV CPE inhibition	others
Cc1cc(C)nc(SCC(=O)NN)n1	-4%	-8%	0.0%	7%	-0.2%	3%	2%	4%	1.6%
Cc1cc(Cl)ccc1OCC(=O)Nc1ccc(CN2CCOCC2)cc1	-12%	-3%	-1.3%	.	.	4%	1%	2%	.

Going on with the list.
SMILES	LYP inhibition	Dengue-2 NS5 capping	HIV fusion peptide	SV40 large T antigen	XIAP antagonists	MgcRacGAP inhibition	SIAH1 antagonists	AID2073	RSV CPE inhibition	others
COc1ccc(N2CCN(CCNC(=O)Nc3ccc([N+](=O)[O-])cc3OC)CC2)cc1	-4%	1%	0.8%	12%	.	5%	1%	2%	?
Nc1ccc(N2CCOCC2)c2nonc12	-6%	45%	6.7%	28%	-3.2%	?	3%	2%	4.0%
COC(=O)C(C)Sc1nc2c(c(=O)n1-c1ccccc1)SCC2 (configuration not stated)	-7%	-3%	-0.9%	4%	-8.8%	8%	-1%	-5%	2.2%
Cc1ccccc1C(=O)NC1CCN(CC(=O)Nc2ccc3c(c2)OCO3)CC1	0%	2%	0.4%	10%	-2.6%	5%	2%	-1%	-2.1%
Cc1scc(C(=O)NNC(=S)NCC2CCCO2)c1-c1ccccc1 (configuration not stated)	-12%	-5%	-2.9%	11%	-2.6%	6%	-1%	-26%	-0.1%
COc1ccc(CC(=O)OC(C)CN2CCOCC2)cc1 (configuration not stated)	-2%	-2%	0.0%	0%	-2.2%	-4%	9%	-2%	-0.3%
N#Cc1c(-c2ccc(F)cc2)ccnc1N1CCOCC1	-8%	1%	2.3%	-8%	0.2%	4%	0%	18%	6.8%
COc1ccc(NC(=O)N2CCN(S(C)(=O)=O)CC2)c(OC)c1	-3%	2%	0.7%	-3%	0.1%	7%	4%	0%	-0.3%
O=c1[nH]nc(Sc2ncnc3sccc23)n1CCc1ccccc1	-4%	-1%	19%	5%	-3.9%	10%	2%	-21%	25%
CC#CCN1c2ccccc2[C@]23C[C@@H](C(=O)OC)N(C(=O)c4cc(C)oc4C)C2=NC(C(=O)OC)=C(C(=O)OC)[C@H]13	2%	0%	-0.6%	17%	.	13%	2%	13%	7.7%
C=C1CCN([C@@H](CC(C)C)C(=O)NN2CCOCC2)S(=O)(=O)c2ccccc21	.	-10%	.	11%	.	11%	.	.	-1.3%
CC1CCN(CCCNC(=O)c2ccc(CSCc3cccc(Cl)c3)o2)CC1	-6%	0%	1.4%	0%	-12%	4%	4%	-2%	-2.3%
CC1=CS(=O)(=O)CC1Sc1ncn[nH]1 (configuration not stated)	3%	-7%	7.9%	8%	-5.5%	7%	4%	12%	1.1%
O=C(NCCCn1ccnc1)C(=O)NCC(c1ccco1)N1CCN(c2ccccc2)CC1 (configuration not stated)	-6%	-4%	-0.3%	8%	0.1%	8%	4%	3%	-0.3%
Cc1ccc(NC(=O)CN2CCC(NC(=O)c3ccccc3F)CC2)cc1C	-8%	-2%	-0.4%	7%	.	3%	9%	4%	0.1%

The closing two entries of the part before come first, to join the parts:
SMILES	LYP inhibition	Dengue-2 NS5 capping	HIV fusion peptide	SV40 large T antigen	XIAP antagonists	MgcRacGAP inhibition	SIAH1 antagonists	AID2073	RSV CPE inhibition	others
O=C(NCCCn1ccnc1)C(=O)NCC(c1ccco1)N1CCN(c2ccccc2)CC1 (configuration not stated)	-6%	-4%	-0.3%	8%	0.1%	8%	4%	3%	-0.3%
Cc1ccc(NC(=O)CN2CCC(NC(=O)c3ccccc3F)CC2)cc1C	-8%	-2%	-0.4%	7%	.	3%	9%	4%	0.1%
c1ccc(C(c2ccccc2)N2CCN(c3ccc4ccccc4n3)CC2)cc1	3%	2%	0.7%	10%	-2.9%	4%	0%	23%	17%
CN(c1ccc(C(=O)O)cc1)S(=O)(=O)c1ccc(Cl)cc1	-5%	10%	2.9%	-2%	-5.7%	5%	1%	9%	1.4%
Cc1ccc(NC(=O)CCC(=O)c2cccs2)nc1	.	-4%	.	10%	.	7%	.	.	2.0%
CC1=NC(C)(C)Cc2c(C)cccc21	-1%	.	0.2%	27%	-18%	-5%	-1%	-4%	-0.2%
O=C(COC(=O)CNC(=O)c1sc2ccccc2c1Cl)Nc1c(Cl)cc(Cl)cc1Cl	-3%	-4%	0.0%	3%	-7.2%	2%	8%	15%	1.2%
Cc1csc(=O)n1CC(=O)OCC(=O)NNC(=O)c1ccccc1	-10%	5%	-0.3%	27%	.	3%	1%	-5%	1.1%
CN(c1ccccc1)S(=O)(=O)c1ccc(C(=O)N2CCc3ccccc3C2)cc1	-3%	-19%	-0.9%	3%	-6.0%	7%	0%	-4%	17%
CC(C)OP(=O)(c1ccc(N(C)C)cc1)C(O)c1cccnc1 (configuration not stated)	-9%	-4%	-1.0%	0%	.	3%	-7%	1%	1.5%
O=C(N/N=C/c1ccncc1)c1ccccc1[N+](=O)[O-]	-8%	-4%	-0.5%	4%	-4.1%	-1%	0%	-8%	2.3%
